LANA DNA inh: KSHV C-LANA DNA binding inhibition; inhibition, % at 9 µM; MBP-C-LANA/FAM-LBS DNA binding, fluorescence polarization; 340,000 tested, 0.078% active;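 active = highest replicate inhibition at or above 60% at 9 µM, even if other replicates fall short; inactive = all replicates below 60% inhibition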;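 also: 0% = neutral control wells and 100% = 4 µM acridine orange control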
RTF Ca sens act: increases calcium sensitivity of human cardiac regulated thin filaments | P19429+P45379 | IANBD-labeled TnC RTF fluorescence at EC20 calcium; 0% EC20 calcium, 100% full calcium | activation, % at 7.2 µM | 340,000 tested, 0.24% active;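 active = activation above the mean over all tested compounds plus 3 SD, cut at about 30% in these data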;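 also: rise in fluorescence read as greater calcium sensitivity of cardiac thin filaments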
CAL PDZ FP-1: CAL PDZ (human) peptide binding inhibition. Q9HD26. 300,000 tested, 0.92% active. AID 602252. purified CAL PDZ, TMR-peptide fluorescence polarization, 1 h. inhibition, % at 24.9 µM;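 active = mean inhibition of at least 30% with at least half of replicates also reaching 30%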;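 also: 0% = DMSO neutral control and 100% = excess unlabeled competitor peptide PRC23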
Rtt109 Vps75: C. albicans Rtt109 histone acetyltransferase inhibition. Q5AAJ8. purified Rtt109/Vps75, ThioGlo CoA-SH fluorescence, 4 h. inhibition, % at 34.9 µM. 330,000 tested, 0.16% active. AID 540336;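 active = inhibition of at least 50% in every replicate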
Target sequence (Q5AAJ8 whole entry, looked up): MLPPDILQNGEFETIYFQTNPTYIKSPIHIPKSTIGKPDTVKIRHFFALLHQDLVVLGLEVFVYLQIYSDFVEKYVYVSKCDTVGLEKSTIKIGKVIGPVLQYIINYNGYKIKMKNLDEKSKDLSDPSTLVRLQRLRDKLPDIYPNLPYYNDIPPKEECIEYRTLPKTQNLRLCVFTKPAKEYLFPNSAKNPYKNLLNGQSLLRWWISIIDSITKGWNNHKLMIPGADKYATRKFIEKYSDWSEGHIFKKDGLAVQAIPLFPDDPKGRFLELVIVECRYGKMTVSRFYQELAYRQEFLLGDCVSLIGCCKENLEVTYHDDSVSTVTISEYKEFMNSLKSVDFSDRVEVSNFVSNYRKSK
DAGLB inhibitor: diacylglycerol lipase beta (human) inhibition; HEK293T DAGLB membrane lysate, EnzChek fluorogenic substrate; 340,000 tested, 0.059% active; AID 504411; Q8NCG7; inhibition, % at 5.17 µM; in the data active = inhibition above about 34%;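 also: 0% = enzyme with vehicle and 100% = wells lacking enzyme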
Keap1 Nrf2 FP: disrupts human Keap1 binding to Nrf2 peptide | Q14145 | Keap1 Kelch-Nrf2 peptide fluorescence polarization, 1536-well | inhibition, % at 9.4 µM | 340,000 tested, 0.15% active; in the data active = inhibition above about 12%;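 also: human Keap1 Kelch domain with fluorescein labeled Nrf2 9mer peptide probe; 0% = neutral control wells and 100% = peptide positive control; higher means more block of Keap1 binding to Nrf2 peptide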
Target sequence (Q14145 whole entry, looked up, the tested form may be a part): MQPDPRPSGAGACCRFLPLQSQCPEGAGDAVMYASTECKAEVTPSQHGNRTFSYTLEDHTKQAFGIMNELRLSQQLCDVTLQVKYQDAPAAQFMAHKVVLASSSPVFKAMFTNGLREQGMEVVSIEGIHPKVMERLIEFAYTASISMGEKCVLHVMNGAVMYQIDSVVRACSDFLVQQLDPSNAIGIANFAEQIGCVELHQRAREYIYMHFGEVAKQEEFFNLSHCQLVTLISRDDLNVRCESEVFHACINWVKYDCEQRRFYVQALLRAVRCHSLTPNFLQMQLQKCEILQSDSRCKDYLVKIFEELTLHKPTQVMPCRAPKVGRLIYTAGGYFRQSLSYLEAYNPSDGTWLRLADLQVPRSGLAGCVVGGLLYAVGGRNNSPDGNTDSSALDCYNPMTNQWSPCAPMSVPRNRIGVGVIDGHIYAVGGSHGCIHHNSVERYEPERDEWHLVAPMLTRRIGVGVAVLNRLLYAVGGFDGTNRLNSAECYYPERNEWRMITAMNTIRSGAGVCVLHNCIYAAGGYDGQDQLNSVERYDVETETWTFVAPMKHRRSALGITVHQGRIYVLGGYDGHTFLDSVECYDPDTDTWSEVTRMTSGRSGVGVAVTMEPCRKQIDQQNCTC
SR-BI DiI-HDL act: SR-BI HDL lipid transfer activation; 320,000 tested, 0.096% active; CHO ldlA[mSR-BI] cells, DiI-HDL uptake fluorescence, 3 h; 100 = double the neutral-control signal; AID 504775; activation, % at 12.5 µM;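 active = mean replicate activation of at least 60% and every replicate at or above 60%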;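 also: 0% = median plate neutral-control signal and 100% = twice that signal; values of inactives mirror those of a sister screen read the other way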
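Assay system: CHO ldlA[mSR-BI] cells, LDL receptor-null, SR-BI overexpressing; medium: Ham's F12 with 0.5% BSA, HEPES 25 mM, pH 7.4; also added: DiI-HDL 10 µg/mL; timing: 3 h uptake period with compound, 37 °C; signal: DiI fluorescence, bottom read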
PKA-R2B act: activators of human PKA-R2B complex; activation, % at 11.4 µM; PKA-R2B holoenzyme dissociation, Cy5-IP20 fluorescence polarization; R2B truncated from residue 108, S112A mutant; 0% DMSO only, 100% 113 µM cGMP; AID 504700; 340,000 tested, 0.079% active;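 active = activation above a cutoff set at the mean over all compounds plus 3 SD, cut at about 18% in these data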;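 also: higher means more holoenzyme dissociation and a rise in polarization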
CAL PDZ FP-2: human CAL PDZ-peptide interaction inhibition; purified CAL PDZ, TMR-peptide fluorescence polarization, 1 h; inhibition, % at 20 µM; 330,000 tested, 0.02% active; AID 504414;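 active = highest replicate inhibition of at least 40%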;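 also: plate controls were DMSO neutral control wells for no effect and unlabeled competitor peptide control wells for full effect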
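Test system: tagged CAL PDZ domain / Buffer or medium: sodium phosphate/NaCl buffer pH 7.4 with TCEP, IgG, Thesit / Reagent: TMR-labelled reporter peptide T*-PRC34 bound in PDZ groove / Compound dosing: single point, 20 µM / Schedule: 1 h incubation at room temperature before polarization reading / Technique: fluorescence polarization (mP) / Benchmarks: unlabelled peptide, DMSO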
RTF Ca sens inh: cardiac RTF calcium desensitization | inhibition, % at 7.15 µM | 340,000 tested, 0.12% active | AID 493244 | IANBD-labeled cardiac RTF, Ca2+ fluorescence | P19429+P45379;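 active = inhibition above the mean inhibition of all tested compounds plus 3 SD, cut at about 17% in these data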;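 also: assay run at fixed EC70 calcium of 1.6 mM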
Active calls of the source: *; x = not tested or not shown.

SMILES	LANA DNA inh	RTF Ca sens act	CAL PDZ FP-1	Rtt109 Vps75	DAGLB inhibitor	Keap1 Nrf2 FP	SR-BI DiI-HDL act	PKA-R2B act	CAL PDZ FP-2	RTF Ca sens inh
COc1ccc(NC(C)=O)cc1NC(C)c1nc2sc(C)c(C)c2c(=O)[nH]1 (centres undefined)	-0.5	1	59*	-8	5	-1	-24	0	-1.8	-7
CCOC(=O)/C(C#N)=C/c1cc(C)n(-c2ccccc2)c1C	-1.3	-1	-2	2	-20	-2	-29	-11	-0.7	-7
Cc1nc([N+](=O)[O-])cn1CC(=O)c1ccc(OC(F)(F)F)cc1	-1.4	9	-7	5	0	-1	-2	1	-2.4	-1
COc1ccc(OC)c(NC(=O)COC(=O)CN2C(=O)NC3(CCCC3)C2=O)c1	0.3	-2	-4	2	1	2	25	-1	-1.6	-3
O=C(O)c1cccc(COCC(F)(F)C(F)F)c1	0.6	-6	1	-7	-3	-2	-8	-7	-0.1	0
COC(=O)c1sccc1N/N=C(\C)c1ccc(F)c(Cl)c1	-1.8	2	5	3	-9	-3	-28	8	-1.4	-16
CC1CCN(S(=O)(=O)c2ccc(NC(=O)Cn3nnc(-c4ccccc4)n3)cc2)CC1	-2.2	-7	-2	-2	-9	-3	7	-6	-0.8	-1
CCC1(CC)NC(=O)N(CC(=O)OCn2nnc3ccccc3c2=O)C1=O	-1.8	6	-3	6	-3	-1	16	-3	x	-1
CC1CCc2nn(CC(=O)NCc3ccco3)cc2C1 (centres undefined)	-6.9	1	-4	1	1	4	6	0	-0.2	-7
Cc1cc(CNC(=O)COc2ccc([N+](=O)[O-])cc2)c2ccccc2n1	-1.5	-1	2	6	1	-7	2	-5	-1.8	-9
[O-]/C(=C(\C(=S)Nc1ccc(SC(F)F)cc1)[n+]1ccccc1)c1cc(Cl)ccc1Cl	0.4	2	-4	4	-4	-4	-14	-6	7.8	-6
CC1(C)COC(c2cc([N+](=O)[O-])ccc2Cl)=N1	-0.7	-3	x	-7	0	4	9	-5	-0.2	-7
CN1C(=O)C(CC(=O)Nc2ccc(F)cc2)N(NC(=O)c2cccc(F)c2)C1=S (centres undefined)	0.5	1	-2	1	-2	1	-1	6	-1.0	-2
Cc1ccc(C)c(NC(=O)C(C)N2C(=O)c3ccccc3C2=O)c1 (centres undefined)	-0.5	2	-4	-3	-2	-1	8	-18	-1.0	3
CCc1nc(SCC(=O)OC(C)C)c2ccccc2n1	-2.4	-5	1	3	-2	3	9	-2	-0.2	3
Cc1ccc2c(c1)N(C(=O)c1ccco1)C(C)(C)c1ssc(=S)c1-2	1.6	-2	x	-6	21	4	-94	2	-0.7	-1
Cc1sc(NC(=O)CN(Cc2ccc(F)cc2)C(=O)C(C)(C)C)c(C(N)=O)c1C	-0.3	-4	4	-17	0	-3	-25	-4	-1.0	6
O=C(N/N=C/c1coc2ccccc2c1=O)c1cc(O)cc(O)c1	0.0	2	5	x	-2	-2	20	8	-1.7	-2
O=C(CCSc1ccc(F)cc1)NNC(=O)c1ccccc1Cl	-0.7	2	x	0	-1	-6	4	18	-0.5	-9
CC(=O)Nc1c(Cl)cc2c(c1Cl)Cc1cc(N)ccc1-2	-0.2	-10	x	-3	0	-4	-19	-9	0.7	0
COC(=O)c1ccccc1NC(=O)c1ccccc1N(C)S(C)(=O)=O	-0.7	-6	-4	-1	-3	-2	-25	1	-0.4	-10
CCN(CC)CCCn1c(=S)[nH]c2ncccc2c1=O	0.5	-4	-6	-5	-1	-2	0	8	-0.9	5
O=C(CN1CCCCC1)Nc1cc(Cl)ccc1Cl	-2.3	3	6	19	-13	2	-25	-9	-2.8	-6
Cc1nonc1C(=O)N/N=C/c1ccc(O)c(O)c1	0.4	3	-3	5	0	-8	28	4	-0.5	-1
O=C(CN1CCc2ccccc2C1)Nc1ccccc1F	0.4	-3	-2	3	-5	-1	-6	-3	-0.7	2
The results go on:
SMILES	LANA DNA inh	RTF Ca sens act	CAL PDZ FP-1	Rtt109 Vps75	DAGLB inhibitor	Keap1 Nrf2 FP	SR-BI DiI-HDL act	PKA-R2B act	CAL PDZ FP-2	RTF Ca sens inh
CCCn1ncc(CN2CCC(n3nccc3NC(=O)CCc3ccccc3)CC2)c1C	1.5	1	-2	-49	-1	-6	-5	-3	-1.9	-5
O=C(N[C@@H](Cc1ccccc1)C(=O)N1CCN(S(=O)(=O)c2ccc(F)cc2)CC1)c1ccco1	-0.7	-4	-2	1	-1	-4	1	-6	-0.3	-10
CCCCNC(c1ccccc1)c1ccncc1 (centres undefined)	1.5	-5	-3	-7	-1	0	13	0	2.1	8
CN(N=Nc1nc[nH]c1C(=O)NN)C1CCCCC1	-1.7	19	23	1	3	-6	11	9	-0.8	-14
CCSc1nsc(NC(=O)Nc2ccccc2F)n1	-0.6	-4	1	4	-4	2	-39	-8	-4.6	6
O=C(O)/C=C\C(=O)Nc1ccccc1C(=O)N1CCN(c2ccc(Cl)cc2)CC1	0.4	-1	0	-1	-4	1	9	-6	-0.4	-2
Cc1nc2ccc3[nH]snc3c2n1	-0.8	4	x	-7	-3	-4	-10	13	-0.5	-3
COCC(=O)N(C)C1(c2nnnn2CCOC(=O)Nc2ccc(Cl)cc2)CCCC1	-1.4	-4	-3	24	4	0	-10	-4	-1.4	-5
CCc1ccc(N(C(=O)C(F)(F)F)C(C(=O)NC2CCCCC2)c2ccncc2)cc1 (centres undefined)	1.0	-7	-3	x	-1	2	5	-11	-1.9	3
Nc1ccc(N2CCN(c3ccc(Cl)c(Cl)c3)CC2)cc1	-1.3	3	0	3	13	-3	-20	12	-1.2	5
O=C(Oc1cccc(-n2cnnn2)c1)c1ccco1	4.1	-2	-2	-6	0	-3	-10	3	x	-1
CCCCC(=O)Nc1cc(NC(=O)CCCC)cc(C(=O)O)c1	1.0	3	-4	4	0	0	34	-7	-2.5	0
Cn1c(=O)c2c(nc(CN3CCN(C(=O)c4ccco4)CC3)n2Cc2ccccc2F)n(C)c1=O	0.2	5	1	-8	-1	-6	7	-15	-0.4	-8
CS(=O)(=O)N(CC(=O)N1CCN(Cc2ccc3c(c2)OCO3)CC1)Cc1ccc(Cl)cc1	0.0	1	x	1	-2	4	-19	6	-2.0	-3
CCC(Oc1ccccc1)C(=O)Nc1ccccc1C(=O)N1CCN(C)CC1 (centres undefined)	1.2	-5	-1	-5	1	2	25	-7	-2.7	-7
COc1ccc(-c2[nH]ncc2CNCCn2cccn2)c(F)c1	-1.0	-2	-2	-31	0	3	x	-6	-1.5	-8
Cc1nn(C2CCS(=O)(=O)C2)c(C)c1CN(C)C(=O)c1ccccc1 (centres undefined)	4.0	-3	-2	7	4	-2	2	3	2.1	-5
Nc1nc(SCC(=O)NC2CCCCCC2)[nH]c(=O)c1-c1ccccc1	1.7	13	5	4	2	0	1	1	-1.7	1
Oc1ccccc1C1SC(c2ccccc2O)SC(c2ccccc2O)S1 (centres undefined)	1.6	-7	x	-2	-2	-1	-1	10	-0.2	2
NC(=O)C1CCN(CC(O)CSc2ccc(F)cc2)CC1 (centres undefined)	-1.4	-2	-1	-2	0	0	22	4	-0.8	-10
Cc1sc2ncnc(N[C@@H](Cc3c[nH]c4ccccc34)C(=O)O)c2c1C	0.6	-1	0	2	2	-2	14	-1	-0.5	-5
COc1ccc(S(=O)(=O)NCC2CCCO2)cc1Cl (centres undefined)	-0.8	4	4	23	-4	-2	17	-7	8.6	-3
CCN1C[C@@H]2[C@@H]3C(=O)N(Cc4ccccc4)C(=O)[C@@H]3[C@](C)(C(=O)OC)N2C1=NC1CCCCC1	-0.9	-2	-20	-8	1	4	47	-7	-1.6	-4
CCC(C)(C)n1nnnc1C(C(C)C)N(Cc1cccnc1)Cc1ccco1 (centres undefined)	-1.1	8	x	14	-1	3	28	4	0.1	-4
C[C@H](CO)N1C[C@H](C)[C@@H](CN(C)C(=O)Nc2ccc(C(F)(F)F)cc2)Oc2c(NS(=O)(=O)c3ccccc3)cccc2C1=O	1.5	-10	-4	2	0	1	-33	-3	0.4	0
Remaining list, next part:
SMILES	LANA DNA inh	RTF Ca sens act	CAL PDZ FP-1	Rtt109 Vps75	DAGLB inhibitor	Keap1 Nrf2 FP	SR-BI DiI-HDL act	PKA-R2B act	CAL PDZ FP-2	RTF Ca sens inh
CNc1ccccc1C(C)(C)c1cn(-c2ccc([N+](=O)[O-])cc2)nn1	0.5	0	1	4	2	-5	x	11	-0.9	-5
COC(=O)C1=C(C)NC2=C(C(=O)CC(C)(C)C2)C1c1cn(Cc2ccc(Br)cc2)nc1-c1ccccc1 (centres undefined)	0.3	-8	-3	-4	1	0	-16	-12	-0.8	0
O=C(Nc1nnc(-c2ccccc2)s1)c1ccccc1O	-1.1	-4	-2	-5	0	-4	16	4	-1.7	-1
CCC(C)NC(=O)c1ccccc1NC(=O)c1ccc(CSc2ccc(C)cc2)cc1 (centres undefined)	-0.6	4	x	0	-1	1	-12	-10	-1.6	-2
Cc1c(CCNC=O)cc(C)c2c3c(oc12)CCCC3	0.4	10	-8	1	-3	-1	-24	-3	-0.9	-3
CCN(CC)S(=O)(=O)c1ccc(Cl)c(NC(=O)c2ccc(C#N)cc2)c1	0.8	2	-4	8	0	-3	-32	-11	-0.4	-16
CCOc1ncccc1C(=O)OC(C)C(=O)Nc1ccc(Cl)cn1 (centres undefined)	2.0	2	-5	-3	-17	-1	-3	1	-1.4	3
CN(CC(=O)NC1CCCCC1)S(=O)(=O)c1ccc(Cl)cc1	-0.5	1	0	-16	-4	-2	-2	1	-1.7	-9
CCOC(=O)C1(CC2CCCCO2)CCN(Cc2nccn2-c2ccc(OC)cc2)CC1 (centres undefined)	-0.3	-6	2	3	-3	-2	7	-1	-0.7	-2
CCc1cc(C(=O)Cc2ccc(F)cc2)c(O)cc1O	0.9	-1	-4	3	-4	3	6	-9	-1.3	-7
CCN(CC)S(=O)(=O)c1cc(OC)c(Cl)cc1OC	0.1	3	2	1	-2	-4	8	0	x	-11
COc1cccc(Nc2nnc(SCC(=O)N3CCOCC3)s2)c1	-2.6	1	1	x	0	2	-21	2	-2.5	-9
CCC1c2ccc(C)n2CCN1C(=O)Nc1cc(Cl)ccc1OC (centres undefined)	13	9	1	-9	-1	9	x	2	-1.7	-23
